IMP-1 inh = IMP-1 metallo-beta-lactamase inhibitors, primary screen, biochemical, epi-absorbance readout, Pseudomonas aeruginosa enzyme | purified IMP-1, nitrocefin hydrolysis, epi-absorbance fluorescence | inhibition, % at 5.6 µM | hit rate 0.45% among 290,000 | AID 1556, 2009;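 active means inhibition above the mean plus 3 SD of all compounds in the same screening run, cut at about 4.5% in these data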;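 further: 0% = IMP-1 with DMSO and 100% = DMSO wells lacking enzyme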
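system = purified recombinant IMP-1 beta-lactamase | amount = 0.2 nM IMP-1, as dispensed | medium = HEPES buffer pH 7.1 with ZnSO4 and Brij 35 | times = 25 °C, 15 min preincubation, 25 min reaction | detection = plate fluorescence quenching by hydrolysis product, ex 480/em 530 nm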
PHOSPHO1 block = PubChem AID 1565; inhibition, % at 13.3 µM; recombinant PHOSPHO1, absorbance phosphatase assay; Phosphoethanolamine/phosphocholine phosphatase (Homo sapiens), Q8TCT1; hit rate 1.1% among 290,000; in the data active means inhibition above about 60%
DNA FID counter = compounds displacing fluorescent DNA intercalator, primary screen, artefact control for HCV NS3 helicase inhibitor project, biochemical, FID fluorescence; hit rate 0.17% among 290,000; DNA fluorescent intercalator displacement; inhibition, % at 7.9 µM; in the data active means inhibition above about 37%;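 further: 0% = vehicle and 100% = reference compound; higher means more ethidium bromide displaced from hairpin DNA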
SUMO HTRF inh = inhibitors of in vitro SUMOylation cascade, primary screen, biochemical, HTRF, uHTS; hit rate 0.36% among 290,000; HTRF SUMOylation assay, SAE1/SAE2 + UBC9; inhibition, % at 35 µM; in the data active means inhibition above about 50%, passing the limit was not always enough; further: strong numbers were not always called active
HCV NS3 hel inh = inhibitors of HCV NS3 helicase, primary screen, biochemical, Cy5 molecular beacon fluorescence. inhibition, % at 10.9 µM. hit rate 0.56% among 290,000. Hepatitis C virus NS3 helicase. AID 1800, 2009. NS3 helicase DNA unwinding;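 active means inhibition above the mean of all tested compounds plus 3 SD, set per campaign, cut at about 35% in these data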;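 further: 0% = DMSO wells and 100% = thioflavine S control wells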
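System: Hepatitis C virus NS3 helicase domain fragment enzyme | Reagent: Annealed dual-labelled DNA beacon duplex, ATP-started | Compound dosing: 10.9 µM single point, 0.8% DMSO | Incubation: 1 h reaction at 25 °C, ATP-initiated | Technique: Cy5 fluorescence | Evaluation: Percent inhibition from t60/t0 fluorescence ratio | Benchmarks: Low DMSO, high thioflavine S at 110 µM | Replication: Singlicate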
IDE act = human IDE activators in live cells, primary screen, fluorescence polarization, HEK cells, FAbeta-B substrate | hit rate 0.073% among 340,000 | FAbeta-B cleavage; 0% vehicle, 100% cell-free pure enzyme wells | activation, % at 5.96 µM;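 active means activation above the mean of all tested compounds plus 3 SD, set per screening campaign, cut at about 17% in these data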
pCIP destab = p/CIP-EGFP fusion destabilizers, primary screen, fluorescence, F442A cells; 16 h; hit rate 0.01% among 290,000; decrease of EGFP signal, % at 10 µM; Q05BA5; AID 1984, 2009;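 active means EGFP signal decrease of at least 30% at 10 µM or well 3 SD below plate mean, unless failing retest; inactive means the rest, including hits failing retest or dose response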; further: some compounds called inactive have numbers as strong as hits; many of its hits are not listed in these tables
Target sequence (Q05BA5 1-1403): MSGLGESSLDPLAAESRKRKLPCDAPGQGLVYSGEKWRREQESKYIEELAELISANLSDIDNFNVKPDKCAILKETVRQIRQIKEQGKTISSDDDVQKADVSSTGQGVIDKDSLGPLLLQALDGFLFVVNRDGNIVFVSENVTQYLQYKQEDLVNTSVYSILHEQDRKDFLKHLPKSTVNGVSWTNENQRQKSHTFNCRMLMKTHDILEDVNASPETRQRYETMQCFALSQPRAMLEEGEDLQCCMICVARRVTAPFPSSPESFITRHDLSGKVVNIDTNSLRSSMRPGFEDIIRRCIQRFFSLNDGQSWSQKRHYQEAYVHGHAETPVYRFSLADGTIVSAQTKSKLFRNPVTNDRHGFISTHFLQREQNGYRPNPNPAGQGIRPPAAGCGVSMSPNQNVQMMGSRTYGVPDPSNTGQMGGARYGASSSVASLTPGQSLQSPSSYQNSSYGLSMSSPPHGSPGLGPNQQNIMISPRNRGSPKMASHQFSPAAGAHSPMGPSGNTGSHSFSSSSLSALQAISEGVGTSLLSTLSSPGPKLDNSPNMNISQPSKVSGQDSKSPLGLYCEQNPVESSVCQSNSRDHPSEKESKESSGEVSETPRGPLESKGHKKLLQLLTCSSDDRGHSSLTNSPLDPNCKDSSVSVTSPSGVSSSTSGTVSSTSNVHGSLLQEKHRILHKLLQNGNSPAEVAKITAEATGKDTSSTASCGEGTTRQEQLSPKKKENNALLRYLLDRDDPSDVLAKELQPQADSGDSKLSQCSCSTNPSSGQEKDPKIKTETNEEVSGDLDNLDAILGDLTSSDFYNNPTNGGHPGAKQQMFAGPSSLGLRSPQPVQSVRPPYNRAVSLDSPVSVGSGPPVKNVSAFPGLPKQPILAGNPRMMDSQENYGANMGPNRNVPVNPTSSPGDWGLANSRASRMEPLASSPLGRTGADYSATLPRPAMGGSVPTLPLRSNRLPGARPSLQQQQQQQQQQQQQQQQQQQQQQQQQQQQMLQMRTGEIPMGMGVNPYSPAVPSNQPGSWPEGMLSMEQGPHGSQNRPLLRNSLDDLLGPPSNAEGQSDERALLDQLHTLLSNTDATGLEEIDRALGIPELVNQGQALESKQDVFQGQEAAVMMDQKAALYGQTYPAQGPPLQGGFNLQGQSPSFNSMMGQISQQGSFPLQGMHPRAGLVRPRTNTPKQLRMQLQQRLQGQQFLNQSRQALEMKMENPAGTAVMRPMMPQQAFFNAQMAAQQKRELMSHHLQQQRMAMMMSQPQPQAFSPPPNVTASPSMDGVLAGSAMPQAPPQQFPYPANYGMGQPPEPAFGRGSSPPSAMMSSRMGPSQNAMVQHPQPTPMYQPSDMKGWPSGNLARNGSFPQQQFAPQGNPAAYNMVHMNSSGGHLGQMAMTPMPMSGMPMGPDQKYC
MEKK3 PB1 HTS = modulators of MEKK3-MEK5 PB1 binding, primary screen, biochemical, wildtype MEKK3, multiplex bead flow cytometry, Alexa488-MEK5; hit rate 1.4% among 290,000; binding response (% of control), % at 10 µM; bead-based flow cytometry, Alexa488-MEK5 binding to MEKK3; actives lie on both sides; 0 = blocked by unlabeled MEK5, 100 = vehicle;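 active means binding response more than 3 SD above or below the average of its plate-row segment, actives on both sides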;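 further: Alexa488 bead fluorescence after subtracting the streptavidin-only scavenger bead signal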
VIM-2 inhibitor = VIM-2 metallo-beta-lactamase inhibitors, primary screen, biochemical, epi-absorbance readout, Pseudomonas aeruginosa enzyme; hit rate 0.89% among 290,000; purified VIM-2, nitrocefin hydrolysis, epi-absorbance fluorescence; inhibition, % at 5.6 µM;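 active means inhibition above the mean of all tested compounds plus 3 SD, cutoff set per screening run, cut at about 7.5% in these data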;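 further: red hydrolysis product quenches plate fluorescence so inhibitors raise well fluorescence; 0% = enzyme with DMSO and 100% = DMSO without enzyme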
Numbers without * were called inactive; . = not tested or not shown.

Sequence of screens – IMP-1 inh, PHOSPHO1 block, DNA FID counter, SUMO HTRF inh, HCV NS3 hel inh, IDE act, pCIP destab, MEKK3 PB1 HTS, VIM-2 inhibitor
- CN1CCN(/N=C/c2c(O)n(Cc3ccc(F)cc3)c(=O)[nH]c2=O)CC1
 : -2.5, 31.8, 0.8, 17.2, 7.7, 6.9, 1.1, 105.0, -0.9
- CC(C)n1cc(C(=O)N(CC(=O)NC2CCCC2)Cc2ccccc2)cn1
 : -3.7, -10.0, -19.7, 3.7, -1.1, 4.3, -13.0, 102.0, -4.2
- c1ccc2oc(N3CCNCC3)nc2c1
 : -1.2, -11.0, 0.3, 21.2, 3.4, 3.1, -7.8, 100.0, -1.0
- O=C(Cc1ccccc1)OCn1nnc2ccccc2c1=O
 : -1.5, 0.1, 2.5, 0.2, -5.4, 1.6, -3.7, 109.0, 0.5
- Cn1c(O)c(C(=NCCc2c[nH]c3ccccc23)c2ccccc2)c(=O)n(C)c1=O
 : -2.6, 41.2, -31.3, -2.4, 0.3, 1.9, 4.6, 102.0, -1.6
- CN1CCC(N(C)c2nc(-c3ccccc3)nc3ccccc23)CC1
 : -5.8, 5.0, 62.9*, 25.0, 35.2, 2.5, -8.3, 103.0, 21.4*
- CCC(C)n1c(O)c(/C=N/Nc2ccccc2)c(=O)[nH]c1=S (centres undefined)
 : -4.1, -7.1, 1.3, -1.4, 14.6, 3.2, -0.6, 105.0, -3.6
- CC(C)c1ccc(N=Cc2c(O)n(C3CC3)c(=S)[nH]c2=O)cc1
 : -5.1, 20.0, -3.8, 1.8, 11.2, 5.0, -18.3, 101.0, -2.9
- CCOC(=O)c1c(/N=C/C2C(=O)NC(=S)NC2=O)sc2c1CCC2
 : 1.4, -58.3, 5.4, 7.8, 2.9, ., -13.2, 99.0, 1.8
- O=c1[nH]c(=O)n(Cc2ccc(F)cc2)c(O)c1C=NCCCn1ccnc1
 : -6.0, 17.5, -1.8, 18.5, 7.6, 4.9, 1.8, 96.0, -4.0

Next part, starting with the last five of the part before.
Sequence of screens – IMP-1 inh, PHOSPHO1 block, DNA FID counter, SUMO HTRF inh, HCV NS3 hel inh, IDE act, pCIP destab, MEKK3 PB1 HTS, VIM-2 inhibitor
- CN1CCC(N(C)c2nc(-c3ccccc3)nc3ccccc23)CC1
 : -5.8, 5.0, 62.9*, 25.0, 35.2, 2.5, -8.3, 103.0, 21.4*
- CCC(C)n1c(O)c(/C=N/Nc2ccccc2)c(=O)[nH]c1=S (centres undefined)
 : -4.1, -7.1, 1.3, -1.4, 14.6, 3.2, -0.6, 105.0, -3.6
- CC(C)c1ccc(N=Cc2c(O)n(C3CC3)c(=S)[nH]c2=O)cc1
 : -5.1, 20.0, -3.8, 1.8, 11.2, 5.0, -18.3, 101.0, -2.9
- CCOC(=O)c1c(/N=C/C2C(=O)NC(=S)NC2=O)sc2c1CCC2
 : 1.4, -58.3, 5.4, 7.8, 2.9, ., -13.2, 99.0, 1.8
- O=c1[nH]c(=O)n(Cc2ccc(F)cc2)c(O)c1C=NCCCn1ccnc1
 : -6.0, 17.5, -1.8, 18.5, 7.6, 4.9, 1.8, 96.0, -4.0
- Cc1ccc(N2C(=O)NC(=O)/C(=C\c3cc(C)n(-c4cc(C(=O)O)cc(C(=O)O)c4)c3C)C2=O)cc1
 : -3.4, -20.3, -11.0, 20.6, 19.4, 2.9, -2.8, 94.0, -2.0
- CC1(C)CC(CCNCc2ccc3c(c2)OCO3)(Cc2ccccc2)CCO1 (centres undefined)
 : -2.2, 8.0, 20.4, 20.5, -9.3, 5.5, -11.9, 97.0, -7.3
- O=C(C1CC(=O)N(C2CCCCC2)C1)N1CCC2(CC1)OCCO2 (centres undefined)
 : 0.3, -4.1, 4.8, 6.6, -9.1, 2.4, -7.9, ., -0.5
- CCCCP(=O)(O)c1ccccc1
 : -5.7, -3.5, 7.3, 21.8, -3.2, 1.6, -7.7, 96.0, -5.8
- C=CCN1C(=O)NC(=O)/C(=C/c2cc3c4c(c2)CCCN4CCC3)C1=O
 : -2.9, 18.6, -5.3, 28.5, -5.7, 4.3, -10.5, 93.0, -2.6
- C[C@]12CC(=CO)C(=O)C[C@@H]1CC[C@@H]1[C@@H]2CC[C@@]2(C)[C@H]1CC[C@]2(C)O
 : -3.2, 11.8, -19.9, -5.5, 8.7, ., -15.4, 103.0, -3.6
- CCC(=NCc1cc(OC)cc(OC)c1)c1c(O)n(C)c(=O)n(C)c1=O
 : -1.6, 0.2, -4.6, 1.3, 5.2, 1.2, -12.7, 96.0, -0.5
- O=c1c2ccccc2nc(CN2CCCCCC2)n1-c1ccc(F)cc1
 : -2.6, -0.5, -0.4, 4.6, -4.5, -6.1, -7.0, 101.0, -3.4
- CCOC(=O)c1c(C)n(Cc2ccccc2)c2ccc(OCC(O)CN3C(=O)CNC3=O)cc12 (centres undefined)
 : -4.8, -47.0, -28.8, -11.6, -10.0, -9.8, -1.1, 104.0, -2.9
- C=CCn1c(O)c(C(CC)=NCCCO)c(=O)[nH]c1=O
 : -2.0, 6.8, -1.9, 10.7, 1.0, -5.0, -15.6, 96.0, -0.7

Following part
Sequence of screens – IMP-1 inh, PHOSPHO1 block, DNA FID counter, SUMO HTRF inh, HCV NS3 hel inh, IDE act, pCIP destab, MEKK3 PB1 HTS, VIM-2 inhibitor
- COc1c(C)cc(C(=O)C2CCCN(C3CCOCC3)C2)cc1C (centres undefined)
 : -2.3, 31.1, 10.1, 12.5, -10.7, -3.6, 4.6, 97.0, -2.7
- C/C(CC(c1ccccc1)c1c(O)c2ccccc2oc1=O)=N\Nc1ccc([N+](=O)[O-])cc1[N+](=O)[O-] (centres undefined)
 : -2.9, 32.1, 2.6, 4.9, 13.0, 6.8, -10.4, 93.0, -4.1
- O=C1N=c2ccccc2=C/C1=C\c1c(O)[nH]c(=S)[nH]c1=O
 : 0.5, 1.1, 0.2, 8.7, 0.0, -4.2, 4.7, 96.0, 2.7
- CCCCCCn1c(=O)c(C(=O)Nc2cccc(C)n2)c(O)c2ccccc21
 : 0.3, -0.6, -5.8, 7.8, -1.9, 5.7, 30.4, 102.0, -1.6
- CC(=O)N1CCCSC1=Nc1ccccc1
 : -2.4, 24.9, 1.7, 7.1, -1.8, 1.1, -4.1, 104.0, -0.7
- CC(=O)N1CCC2(CC1)CC(=O)c1cc(OCC(=O)N3CCN(C)CC3)ccc1O2
 : 1.1, 8.3, -0.8, 1.6, -3.7, 8.4, -6.9, 98.0, -3.1
- COc1ccc(-n2c(/C=C3\C(=O)Nc4ccccc43)nc3ccccc3c2=O)cc1
 : -2.2, 6.4, -3.8, -2.2, -1.8, 4.2, 15.1, 99.0, 0.0
- Cc1cc(OCC(=O)NCC2CCC(C(=O)O)CC2)c2c3c(c(=O)oc2c1)CCC3 (centres undefined)
 : -4.4, 8.3, -20.0, 23.4, 2.1, 4.0, -6.1, 103.0, 2.8
- CC(C)NC(C)C(=O)c1ccc2ccccc2c1 (centres undefined)
 : -1.9, 32.2, 1.3, 15.2, 6.6, -2.1, -3.3, 97.0, 2.0
- CCOC(=O)c1c(/N=C/C2C(=O)NC(=S)NC2=O)sc(C)c1C
 : -2.9, -26.2, -3.7, 15.2, 6.3, ., -25.0, 111.0, -7.5

More records.
Sequence of screens – IMP-1 inh, PHOSPHO1 block, DNA FID counter, SUMO HTRF inh, HCV NS3 hel inh, IDE act, pCIP destab, MEKK3 PB1 HTS, VIM-2 inhibitor
- O=C(CN1CCCCC1)c1ccc2c(c1)OCO2
 : -3.5, 36.2, -3.5, 0.5, 6.7, 5.4, -12.8, 104.0, -3.5
- COc1ccc(-c2[nH]ncc2CNC(C)Cc2cccc(C)n2)cc1F (centres undefined)
 : -2.3, 22.6, 5.6, 9.6, 2.9, -0.3, 9.4, 102.0, -2.4
- CCCCn1c(=O)c(C(=O)Nc2ccccc2Cl)c(O)c2ccccc21
 : -1.4, 30.5, -4.8, -1.0, 0.6, 1.4, 5.3, 103.0, 0.7
- Fc1ccc(N2CCN(Cc3cc4c(cc3Br)OCO4)CC2)cc1
 : -1.2, 2.8, -9.1, -11.3, -5.2, 7.9, -7.5, 110.0, -1.5
- Nc1c(C(=O)NCCN2CCOCC2)c2nc3ccccc3nc2n1Cc1ccccc1
 : -1.7, 6.2, -6.7, 16.7, -0.8, 3.4, -11.2, 82.0, -1.0
- C[N+](C)(C)CCc1ccc(O)cc1
 : -2.7, -16.2, 1.7, -6.3, 7.4, 5.0, -9.4, 103.0, -3.5
- C#C[C@@]1(O)CCC2C3CCC4=C/C(=N/OCC(=O)NC(C(=O)NC(CC(C)C)C(=O)O)C(C)C)CC[C@]4(C)C3CC[C@@]21C (some centres undefined)
 : -1.5, 23.3, -35.4, 16.9, 13.9, -3.1, -7.4, 99.0, -1.2
- OCC#CC[N+]1(CC#Cc2ccccc2)CCOCC1
 : -1.5, -12.2, -12.6, 17.3, 7.1, 0.8, 1.4, 98.0, -4.4

Shown with each value named: entries from further up
smiles: O=C(CN1CCCCC1)c1ccc2c(c1)OCO2
  IMP-1 inh = -3.5
  PHOSPHO1 block = 36.2
  DNA FID counter = -3.5
  SUMO HTRF inh = 0.5
  HCV NS3 hel inh = 6.7
  IDE act = 5.4
  pCIP destab = -12.8
  MEKK3 PB1 HTS = 104.0
  VIM-2 inhibitor = -3.5
smiles: COc1ccc(-c2[nH]ncc2CNC(C)Cc2cccc(C)n2)cc1F (centres undefined)
  IMP-1 inh = -2.3
  PHOSPHO1 block = 22.6
  DNA FID counter = 5.6
  SUMO HTRF inh = 9.6
  HCV NS3 hel inh = 2.9
  IDE act = -0.3
  pCIP destab = 9.4
  MEKK3 PB1 HTS = 102.0
  VIM-2 inhibitor = -2.4

Screening data deposited in PubChem by several laboratories.

Some of the compounds tested, so the mix of outcomes need not match the whole.
